TNAP inh noacc: blocks human TNAP activity with no phosphate acceptor present | P05186 | purified TNAP, CDP-star luminescence, 30 min | inhibition, % at 20 µM | hit rate 0.26% among 200,000 | AID 1012;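 active = tissue-nonspecific alkaline phosphatase inhibition above about 50% at 20 µM in the single-dose screen, limit read from the data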;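 note: 0% = DMSO negative control and 100% = EDTA positive control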
Target sequence (P05186 whole entry, looked up): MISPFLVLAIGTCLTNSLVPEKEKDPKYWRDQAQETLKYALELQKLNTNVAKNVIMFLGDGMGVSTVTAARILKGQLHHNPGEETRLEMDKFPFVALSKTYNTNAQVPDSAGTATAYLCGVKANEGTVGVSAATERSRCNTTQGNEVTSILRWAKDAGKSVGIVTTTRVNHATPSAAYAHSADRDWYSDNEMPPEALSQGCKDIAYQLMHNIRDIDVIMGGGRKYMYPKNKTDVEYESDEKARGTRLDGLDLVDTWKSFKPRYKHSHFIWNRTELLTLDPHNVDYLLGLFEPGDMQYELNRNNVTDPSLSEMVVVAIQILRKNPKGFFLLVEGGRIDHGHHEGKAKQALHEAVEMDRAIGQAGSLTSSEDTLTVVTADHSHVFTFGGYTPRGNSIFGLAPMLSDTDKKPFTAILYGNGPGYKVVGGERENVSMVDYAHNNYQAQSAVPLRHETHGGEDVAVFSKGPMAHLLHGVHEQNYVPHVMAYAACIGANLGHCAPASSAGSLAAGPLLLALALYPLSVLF
PMI activator: activators of human phosphomannose isomerase. P34949. purified human PMI, coupled resazurin fluorescence, 20 min; hits give high values; 1 = vehicle control, 0 substrate-free wells. activation factor at 20 µM. hit rate 0.005% among 190,000;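 active = activation factor of 2 or more at 20 µM, relative to plate controls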
Diaphorase act: diaphorase activation or chemical reduction counter-screen | AID 1229 | hit rate 0.005% among 190,000 | Diaphorase/resazurin coupled assay, resorufin fluorescence, 16 min; hits give high values; 1 = vehicle wells, 0 = NADH-free wells | activation factor at 20 µM;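 active = diaphorase activity raised at least twofold by the compound at 20 µM; inactive = activation factor below 2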
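Material: purified diaphorase enzyme from Clostridium kluyveri / Medium: HEPES pH 7.4 buffer with MgCl2 and Tween 20 / Schedule: enzyme reaction of 16 min at room temperature / Measured by: resorufin fluorescence, excitation 544 nm, emission 590 nm / Evaluation: rise in resorufin formation, marking diaphorase activation or chemical reduction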
PMI act hi M6P: increases human PMI activity with near-saturating mannose 6-phosphate | activation factor at 20 µM | hit rate 0.34% among 190,000 | coupled PMI enzyme assay, resazurin fluorescence, 20 min; hits give high values; 1 = untreated enzyme, 0 = substrate-free blank | AID 1216;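 active = activation factor of 2 or more at 20 µM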
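test system = human PMI in coupled enzyme assay | medium = HEPES-buffered pH 7.4 with magnesium and detergent | also added = 1.0 mM mannose-6-phosphate substrate with 0.22 mM NADP+ | compound = 20 µM single dose | times = 20 min incubation at room temperature | measured by = resorufin fluorescence (Ex 544/Em 590 nm) from resazurin via diaphorase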
Diaph inh CS: inhibits diaphorase or chemically oxidizes, flagging diaphorase assay artifacts; diaphorase resazurin-to-resorufin fluorescence, NADH, 16 min; bacterial (C. kluyveri) enzyme, not human; inhibition, % at 20 µM; hit rate 0.69% among 190,000;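 active = primary screen inhibition at 20 µM above a set limit, cut at about 50% in these data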;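 note: plate controls were DMSO with full reaction for no effect and wells lacking NADH for full effect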
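controls = No-NADH positive control and DMSO neutral control | system = Clostridium kluyveri diaphorase enzyme | timing = reaction incubation of 16 min at room temperature | signal = resorufin fluorescence 544/590 nm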
G6PDH counter: inhibits Leuconostoc G6PDH, flagging false hits in G6PDH-based assays; Purified L. mesenteroides G6PDH, diaphorase/resazurin coupled fluorescence, 45 min; inhibition, % at 5 µM; hit rate 0.12% among 200,000; AID 1020; in the data active = inhibition above about 50%
FLuc stim CS: affects firefly luciferase, flagging false hits in luciferase stimulation screens. P08659. ATPlite luciferase biochemical, luminescence, 10 min; 0 = ATP-free wells, 1 = DMSO control. 200,000 tested, under 10 active. activation factor at 10 µM. AID 1027;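 active = luciferase activation factor, scaled between plate controls, of at least 2 with compound at 10 µM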
Target sequence (P08659 whole entry, looked up): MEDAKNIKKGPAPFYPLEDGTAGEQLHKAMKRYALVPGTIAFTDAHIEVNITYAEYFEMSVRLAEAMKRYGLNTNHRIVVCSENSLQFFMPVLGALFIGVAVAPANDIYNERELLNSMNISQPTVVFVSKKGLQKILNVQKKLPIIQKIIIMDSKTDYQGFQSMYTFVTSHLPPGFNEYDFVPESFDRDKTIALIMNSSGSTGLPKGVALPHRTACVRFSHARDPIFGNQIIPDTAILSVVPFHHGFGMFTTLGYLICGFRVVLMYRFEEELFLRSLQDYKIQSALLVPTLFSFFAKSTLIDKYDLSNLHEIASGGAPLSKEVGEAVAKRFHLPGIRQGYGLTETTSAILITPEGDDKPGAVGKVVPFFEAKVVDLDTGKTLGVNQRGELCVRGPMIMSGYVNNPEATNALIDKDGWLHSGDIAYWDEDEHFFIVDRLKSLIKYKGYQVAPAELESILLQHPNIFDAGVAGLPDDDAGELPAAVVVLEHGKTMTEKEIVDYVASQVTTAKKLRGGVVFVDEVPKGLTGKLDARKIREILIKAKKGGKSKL
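Assay system: Luciferase/luciferin detection reagent, cell-free biochemical luciferase assay / Read-out: luciferase activation / Benchmarks: No-ATP low control, compound-free enzyme-plus-ATP high control / Medium: PBS buffer for ATP / Detection: luminescence measurement of luciferase light output / Schedule: 10 min at ambient temperature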
TNAP inh hi DEA: blocks human TNAP under high phosphate acceptor concentration. P05186. purified TNAP, CDP-star luminescence, 1 M DEA. inhibition, % at 20 µM. hit rate 0.03% among 200,000. AID 1135;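 active = over 50% inhibition of tissue-nonspecific alkaline phosphatase at 20 µM in the single-dose screen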;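 note: plate controls were DMSO wells for no effect and EDTA-quenched wells as full inhibition for full effect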
Efa HMGR inh: inhibitors of class II HMG-CoA reductase from Enterococcus faecalis | purified E. faecalis HMGR, NADPH absorbance 340 nm kinetic | inhibition, % at 10 µM | hit rate 0.41% among 190,000 | AID 1066;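 active = inhibition above a set limit, the median over all tested compounds plus 3 SD, cut at about 9.5% in these data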;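 note: enzyme runs in reverse so mevalonate oxidation gives rising NADPH absorbance; 0% = complete reaction with DMSO and 100% = background rate lacking mevalonate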
TNAP act hi DEA: TNAP (human) activation, high acceptor. purified TNAP, CDP-star luminescence, 1 M DEA, 30 min; hits give high values; 0 = EDTA background, 1 = DMSO-only activity. activation factor at 20 µM. 200,000 tested, under 10 active;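 active = activation factor at least 2 at 20 µM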
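system = human TNAP | amount = enzyme diluted 1/800 final | reagent = 100 µM CDP-star substrate | signal = luminescent substrate turnover signal | dosing = one dose, 20 µM | benchmarks = EDTA negative control, DMSO positive control | measure = activation factor | timing = 30 min reaction, room temperature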
Active calls of the source: *. Rows were taken by chance, and some 1.7% of all compounds hit somewhere here.

SMILES | TNAP inh noacc | PMI activator | Diaphorase act | PMI act hi M6P | Diaph inh CS | G6PDH counter | FLuc stim CS | TNAP inh hi DEA | Efa HMGR inh | TNAP act hi DEA
CCOC(=O)C1CCCN(C(=O)CCNS(=O)(=O)c2ccc3c(c2)CCC(=O)N3)C1 (configuration not stated) | -12 | 0.9 | 0.9 | 1 | 13 | -4 | 1.1 | -4 | 1 | 1
Cc1c(Cl)cccc1NC(=O)c1ccc(-n2ccnc2)nc1 | -6 | 1.1 | 1 | 1 | -5 | 5 | 1 | -2 | 0 | 1
CCOC(=O)c1c(-c2cccs2)csc1N | -5 | 0.5 | 0.7 | 0.3 | 32 | 26 | 1 | 0 | -4 | 1
O=C(CSc1nnc(CNC(=O)C23CC4CC(CC(C4)C2)C3)n1-c1ccc(F)cc1)Nc1ccc(F)cc1 | -9 | 0.9 | 0.9 | 1 | 10 | -19 | 1 | 0 | -6 | 1
COc1cccc(/C=N/NC(=O)CN2CC(c3ccccc3)CC2=O)c1O (configuration not stated) | -130 | 1.2 | 0.9 | 1.2 | 7 | -6 | 0.8 | 5 | -2 | 1
COC(=O)c1cccc(-n2nnnc2SCC(=O)Nc2cc(C)on2)c1 | 10 | 1.1 | 1 | 1.1 | 1 | 0 | 1 | -2 | -7 | 1
Cc1cc(C)n(CC(=O)N2CCCC(C(=O)c3cccc(OC(C)C)c3)C2)n1 (configuration not stated) | -7 | 1 | 1 | 1.1 | 4 | 8 | 1.1 | -6 | -4 | 1.1
O=[N+]([O-])c1ccc(N2CCN(c3ccccc3F)CC2)c(S(=O)(=O)N2CCOCC2)c1 | -14 | 0.9 | 0.7 | 0.9 | 33 | 1 | 1 | 3 | -8 | 1
O=C(COC(=O)c1ccco1)NCC1CCCO1 (configuration not stated) | -16 | 1.1 | 1 | 1.1 | 2 | 22 | 1 | -5 | -11 | 1.1
COc1ccc(S(=O)(=O)N2CC3CCCN3c3ccc(C(F)(F)F)cc32)cc1 (configuration not stated) | -11 | 0.9 | 0.9 | 0.9 | 12 | 1 | 1 | -5 | 3 | 1.1
CC(C)CNC(=O)c1cccc(NC(=O)C(C)C)c1 | -10 | 0.7 | 0.9 | 0.8 | 8 | -7 | 1 | 16 | -7 | 0.8
COc1cccc(C2CC(=O)Nc3cc4c(cc32)OCCO4)c1OC(C)C (configuration not stated) | -6 | 0.8 | 0.8 | 0.8 | 22 | -11 | 1 | -2 | 3 | 1
Cc1nc(NC(=O)c2ccc(F)cc2)sc1C(=O)Nc1ccc2c(c1)CCC2 | -6 | 0.9 | 0.9 | 0.9 | 12 | 12 | 1 | -2 | -7 | 1
O=C(c1cccc(C(F)(F)F)c1)N1CCOC12CCN(c1ncc(C(F)(F)F)cc1Cl)CC2 | -9 | 0.8 | 0.9 | 0.9 | 12 | 12 | 1.1 | -3 | -1 | 1
CC(C)CC(COCc1cccc(C(F)(F)F)c1)N1CCN(C(=O)c2cccc(C(F)(F)F)c2)CCC1=O (configuration not stated) | -3 | 1 | 0.8 | 1 | 20 | 16 | 1 | -4 | -4 | 1
COc1ccc(COc2cc(-c3cccc(OC)c3)nc3ccc(N)cc23)cc1 | 2 | 1 | 1 | 0.9 | -5 | 13 | 1.1 | 2 | -5 | 1
CCOC(=O)C(C)n1nc(/C=C/c2ccccc2)ccc1=O (configuration not stated) | -6 | 1 | 0.9 | 1 | 8 | 0 | 1.1 | -1 | 2 | 1
O=C(NCc1ccco1)c1cnc2sccn2c1=O | 6 | 1 | 0.9 | 0.9 | 7 | 21 | 1.1 | -2 | -6 | 1
Cc1noc(C)c1C(c1ccccc1)S(=O)(=O)c1ccccc1 (configuration not stated) | -5 | 1 | 0.9 | 1 | 6 | -3 | 1.1 | -2 | -5 | 1
Cc1ccc(-c2nnc(SCC(=O)N/N=C/c3cccs3)n2-c2ccc(C)cc2)cc1 | -4 | 1 | 0.9 | 1 | 9 | 7 | 1.1 | 2 | -6 | 1
Cc1ccc(NC(NC(=O)OCCn2c([N+](=O)[O-])cnc2C)C(Cl)(Cl)Cl)cc1 (configuration not stated) | -17 | 0.9 | 0.9 | 1.1 | 12 | 4 | 1.1 | 2 | -3 | 1
N#Cc1c2n(c3c(=O)n(Cc4ccc(Cl)cc4)cnc13)CCCC2 | -11 | 1 | 0.8 | 1 | 19 | 4 | 1.1 | -1 | -3 | 1
Cc1ccccc1C(=O)NNC(=O)CN1C(=O)c2ccccc2C1=O | 0 | 1 | 0.9 | 1 | 13 | -6 | 1 | 0 | -3 | 1
Cc1cccc(OCC(=O)Nc2ccccc2N2CCCCC2)c1 | -8 | 0.8 | 0.8 | 0.8 | 23 | -3 | 1.1 | -6 | -5 | 1.1

Single records (already shown). Order of screens: TNAP inh noacc, PMI activator, Diaphorase act, PMI act hi M6P, Diaph inh CS, G6PDH counter, FLuc stim CS, TNAP inh hi DEA, Efa HMGR inh, TNAP act hi DEA
Cc1ccc(-c2nnc(SCC(=O)N/N=C/c3cccs3)n2-c2ccc(C)cc2)cc1 in the list: -4, 1, 0.9, 1, 9, 7, 1.1, 2, -6, 1
CCOC(=O)C(C)n1nc(/C=C/c2ccccc2)ccc1=O (configuration not stated) in the list: -6, 1, 0.9, 1, 8, 0, 1.1, -1, 2, 1

Continued:
SMILES | TNAP inh noacc | PMI activator | Diaphorase act | PMI act hi M6P | Diaph inh CS | G6PDH counter | FLuc stim CS | TNAP inh hi DEA | Efa HMGR inh | TNAP act hi DEA
COc1ccccc1Nc1nc(N)nc(-c2oc3ccccc3c2C)n1 | -25 | 1 | 0.9 | 1.1 | 6 | 12 | 1 | -4 | -4 | 1
O=S(=O)(Nc1ccc(N2CCCCC2)cc1)c1cccc2cccnc12 | -10 | 0.8 | 0.8 | 0.9 | 21 | -4 | 1.1 | -2 | -1 | 1
COc1ccc(OC)c(NC(=O)NC2(C(F)(F)F)Oc3ccccc3O2)c1 | -5 | 0.6 | 0.6 | 0.4 | 44 | 20 | 1 | 2 | -2 | 1
CCOC(=O)N1CCC(N(CCOC)C(=O)Nc2ccc(Cl)c(Cl)c2)CC1 | -4 | 0.9 | 0.8 | 0.9 | 15 | 7 | 1 | -1 | -4 | 1
Cc1ccsc1C1CC(=O)OC2=C1C(=O)CC(C)(C)C2 (configuration not stated) | -10 | 1 | 0.9 | 1 | 6 | 0 | 1.1 | 0 | -9 | 1
CC(=N\O)/C(CN(C)C)=N/O | -12 | 0.8 | 0.9 | 0.9 | 11 | 16 | 1 | -8 | 0 | 1.1
Cc1cccc(C(=O)OCc2cncs2)c1 | -11 | 0.9 | 1 | 0.8 | -2 | 10 | 1 | -3 | -3 | 1
N/C(=N\OC(=O)c1ccc(Cl)cc1Cl)c1ccccn1 | -6 | 1 | 0.8 | 0.8 | 19 | 12 | 0 | -4 | -5 | 1
O=c1c(Cc2c(F)cccc2Cl)c(O)ccn1CC1CCCO1 (configuration not stated) | 3 | 1.1 | 1 | 1.1 | -1 | 7 | 1.1 | -6 | 0 | 1.1
O=C(Nc1ccccc1N1CCCC1)c1ccc2c(c1)OCO2 | -5 | 1.3 | 0.8 | 1.5 | 19 | -3 | 1.1 | -3 | -6 | 1
CCOC(=O)c1sc(NC(=O)/C=C/c2cnn(C)c2C)c(C(=O)OC(C)C)c1C | -5 | 0.6 | 0.8 | 0.6 | 24 | -58 | 1.1 | -7 | -3 | 1.1
Cc1ccc(-c2ccc(/C=N/O)o2)cc1[N+](=O)[O-] | -18 | 0.9 | 0.9 | 1 | 12 | 6 | 0.9 | -6 | -6 | 1.1
O=C(N/N=C1\CCCc2ccccc21)c1cccc(Br)c1 | -12 | 1 | 0.9 | 0.9 | 13 | 7 | 0.9 | -4 | 6 | 1
Cc1nn(C(=O)c2cccs2)c(C)c1CN1C(=O)c2ccccc2C1=O | -9 | 1 | 0.9 | 1 | 5 | 0 | 1 | -4 | 0 | 1
C=CCOC(=O)C1=C[C@H](c2ccc(Br)cc2)[C@@H](CCCO)[C@H](OCC)O1 | -8 | 0.8 | 0.4 | 0.9 | 55* | 9 | 1 | -6 | -2 | 1.1
COc1ccccc1Nc1ccc(S(=O)(=O)N2CCCCC2)cc1[N+](=O)[O-] | 8 | 0.9 | 0.7 | 0.9 | 28 | -3 | 1.1 | 8 | -3 | 0.9
OCCCc1nc2ccccc2n1CCc1ccccc1 | -9 | 1 | 1 | 1 | 1 | 4 | 1 | -2 | -1 | 1
C/C(CC(=O)Nc1ccc(C)c(Cl)c1)=N\NC(=O)Cc1cnc(N)s1 | -8 | 1.1 | 1 | 1.1 | 1 | 18 | 1.1 | -2 | -2 | 1
CC(C)c1nnc(NC(=O)CCS(=O)(=O)c2nc(-c3cccs3)cc(C(F)(F)F)n2)s1 | -9 | 1 | 1 | 1.1 | 4 | 5 | 1 | -4 | -2 | 1
Brc1cccc(Cn2c(-c3cncs3)nc3ccccc32)c1 | -5 | 1 | 0.9 | 1 | 12 | -6 | 1 | -1 | -1 | 1
Cc1ccc(S(=O)(=O)Cc2ccc(C(=O)NCCCN3CCN(C)CC3)o2)cc1 | -7 | 0.9 | 0.9 | 0.9 | 7 | 0 | 1 | -1 | -12 | 1

Structures from the list above with a thiophene ring, fused or not (6):
SMILES | TNAP inh noacc | PMI activator | Diaphorase act | PMI act hi M6P | Diaph inh CS | G6PDH counter | FLuc stim CS | TNAP inh hi DEA | Efa HMGR inh | TNAP act hi DEA
CCOC(=O)c1c(-c2cccs2)csc1N | -5 | 0.5 | 0.7 | 0.3 | 32 | 26 | 1 | 0 | -4 | 1
Cc1ccc(-c2nnc(SCC(=O)N/N=C/c3cccs3)n2-c2ccc(C)cc2)cc1 | -4 | 1 | 0.9 | 1 | 9 | 7 | 1.1 | 2 | -6 | 1
Cc1ccsc1C1CC(=O)OC2=C1C(=O)CC(C)(C)C2 (configuration not stated) | -10 | 1 | 0.9 | 1 | 6 | 0 | 1.1 | 0 | -9 | 1
CCOC(=O)c1sc(NC(=O)/C=C/c2cnn(C)c2C)c(C(=O)OC(C)C)c1C | -5 | 0.6 | 0.8 | 0.6 | 24 | -58 | 1.1 | -7 | -3 | 1.1
Cc1nn(C(=O)c2cccs2)c(C)c1CN1C(=O)c2ccccc2C1=O | -9 | 1 | 0.9 | 1 | 5 | 0 | 1 | -4 | 0 | 1
CC(C)c1nnc(NC(=O)CCS(=O)(=O)c2nc(-c3cccs3)cc(C(F)(F)F)n2)s1 | -9 | 1 | 1 | 1.1 | 4 | 5 | 1 | -4 | -2 | 1

Assay outcomes deposited in PubChem BioAssay by several laboratories.
